# Screening data as filed in PubChem BioAssay.
# LMNA splice mod: qHTS Assay for Modulators of Lamin A Splicing | HeLa LMNA splicing GFP/RFP minigene ratio, 48 h | Potency, µM (series often up to 46.1 µM), for inactives: at the top dose ratio change, negative = inhibition, most hits filed as inhibitors | 0.01% of 200,000 active | AID 1487, 2009; active = well fitted inhibition curve with a large enough effect in the signal ratio, with a control signal flat, not every such curve was filed as active; inconclusive = small, poorly fitted or top-dose-only effect, or effect the other way, or a change in a side signal; the % refers to the signal ratio; note: % is set by controls: 0 for no effect and ±100 for the full control effect
#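 S3 HeLa cells stably expressing lamin A-EGFP splicing minigene plus DsRed2, 600 cells/well, 48 h compound exposure at 37C. Laser-scanning cytometry; analysed as GFP (500-530 nm)/RFP (575-640 nm) total intensity ratio; 0.5% DMSO vehicle.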
# ALDH1A1 inh: qHTS Assay for Inhibitors of Aldehyde Dehydrogenase 1 (ALDH1A1). Aldehyde dehydrogenase 1A1 (Homo sapiens), P00352. Purified ALDH1A1, NADH fluorescence, propionaldehyde substrate. AID 1030, 2008. Potency, µM (titrated, usually from 75.3 µM), inactives show top-dose activity, negative = inhibition, usual class: inhibitors. 7.3% of 220,000 active; active = well fitted inhibition curve with a large enough effect, not every such curve was filed as active; inconclusive = small, poorly fitted or top-dose-only effect, or another doubt; inactive = no such curve, though single readings can be large or run the other way;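 note: plate controls were no enzyme wells and a reference inhibitor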
# RGS12 GoLoco inh: qHTS Assay for Inhibitors of RGS12 GoLoco Motif Activity (Red Fluorophore). Potency, µM (series often up to 61.6 µM), inactives show at the top dose activity, negative = inhibition, hits mostly inhibitors. Gai1:RGS12 GoLoco peptide FP, rhodamine, 10 min. 0.44% of 230,000 active; active = well fitted inhibition curve with a large enough effect, not every such curve was filed as active; inactive = no such curve, though single readings can be large or run the other way; note: % is set by controls: 0 for no effect and ±100 for the full control effect; nearly all actives have a fitted effect of over 30% in size; many of its hits are not listed in these tables
# Target sequence (P63096 whole entry, looked up): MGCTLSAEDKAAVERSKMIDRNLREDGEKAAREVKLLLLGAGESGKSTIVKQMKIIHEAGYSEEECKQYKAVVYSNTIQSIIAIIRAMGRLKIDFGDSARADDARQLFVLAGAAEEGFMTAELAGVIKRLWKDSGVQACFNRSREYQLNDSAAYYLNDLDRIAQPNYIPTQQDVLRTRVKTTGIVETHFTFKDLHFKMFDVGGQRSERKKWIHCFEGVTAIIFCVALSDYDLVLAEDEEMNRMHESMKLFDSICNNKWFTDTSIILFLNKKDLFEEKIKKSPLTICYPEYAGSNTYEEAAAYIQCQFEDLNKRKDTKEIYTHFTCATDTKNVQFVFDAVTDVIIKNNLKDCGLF
# TR SRC2 fluor cs: Total Fluorescence Counterscreen for Inhibitors of the Interaction of Thyroid Hormone Receptor and Steroid Receptor Coregulator 2. TRb/SRC2 Texas Red total fluorescence interference. Potency, µM (top dose mostly 106 µM), inactives show at the top dose fluorescence change, negative = quenching. 0.29% of 280,000 active; active = well fitted curve in either direction with a large enough effect; inconclusive = small, poorly fitted or top-dose-only effect; note: % is set by controls: 0 for no effect and ±100 for the full control effect
#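 Human TRβ ligand-binding domain (0.6 uM) and Texas Red SRC2 peptide (20 nM) in Tris buffer with 1 uM T3 and 5% DMSO were incubated with pinned compound for 5 hr at ambient temperature. Total fluorescence was computed as S + 2P (555/632 nm).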
# SMN2 splice enh: qHTS Assay for Enhancers of SMN2 Splice Variant Expression; 2.8% of 210,000 active; Potency, µM (highest dose often 46.1 µM), for the others: top-dose activity change, positive = activation, usual class: activators; HEK293 SMN2-luciferase splicing reporter, luminescence, 30-36 h; note: % of control where 0% means no effect; nearly all actives have a fitted effect of over 55% in size
#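 qHTS luciferase splicing reporter: luminescence rises when SMN2 exon 7 is included in transfected HEK293 cells. Compound exposure lasted 30-36 h at 37C, with 4.5 mM final sodium butyrate as control, followed by a ONE-Glo read.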
# RECQ1 inh: qHTS Assay for Inhibitors of RecQ-Like Dna Helicase 1 (RECQ1); ATP-dependent DNA helicase Q1 (Homo sapiens), P46063; RECQ1 DNA unwinding, red fluorescence kinetic read; Potency, µM (titrated, usually from 57.3 µM), inactives show at the top dose activity, negative = inhibition, actives largely listed as inhibitors; 0.54% of 240,000 active; AID 2549, 2010;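 note: plate controls were vehicle for no effect and no enzyme for full effect; nearly all actives have a fitted effect of over 30% in size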
# Target sequence (P46063 whole entry, looked up): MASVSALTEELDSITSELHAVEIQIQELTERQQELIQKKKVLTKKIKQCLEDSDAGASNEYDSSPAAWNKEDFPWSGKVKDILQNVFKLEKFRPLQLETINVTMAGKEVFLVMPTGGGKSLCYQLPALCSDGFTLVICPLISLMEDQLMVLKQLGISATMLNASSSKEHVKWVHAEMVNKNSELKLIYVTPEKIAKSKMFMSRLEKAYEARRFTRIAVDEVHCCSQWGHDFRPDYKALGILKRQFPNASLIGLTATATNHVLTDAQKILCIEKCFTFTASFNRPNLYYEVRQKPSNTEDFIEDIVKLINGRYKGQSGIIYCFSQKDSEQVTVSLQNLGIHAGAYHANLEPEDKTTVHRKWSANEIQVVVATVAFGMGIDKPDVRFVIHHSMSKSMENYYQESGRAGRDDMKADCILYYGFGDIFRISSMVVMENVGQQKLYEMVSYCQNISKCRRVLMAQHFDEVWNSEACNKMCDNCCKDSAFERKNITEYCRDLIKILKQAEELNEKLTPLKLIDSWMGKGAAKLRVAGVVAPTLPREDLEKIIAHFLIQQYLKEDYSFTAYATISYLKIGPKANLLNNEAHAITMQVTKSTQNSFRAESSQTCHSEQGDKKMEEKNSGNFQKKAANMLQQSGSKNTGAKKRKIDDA
#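 50 nM RECQ1T1 preincubated 15 min with compound in Tris pH 8.0 buffer with MgCl2, DTT, Tween-20 and 2.5 ug/ml poly(dI-dC); started with 200 nM TAMRA/BHQ-2 forked duplex and 2 mM ATP. Unwinding read as fluorescence (525/598 nm), two reads 2 h apart.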
# JMJD2E inh: qHTS Assay for Inhibitors of Human Jumonji Domain Containing 2E (JMJD2E); JMJD2E catalytic domain, FDH-coupled NADH fluorescence (FDH is formaldehyde dehydrogenase); Potency, µM (top dose mostly 57.1 µM), without a hit: top-dose activity change, negative = inhibition, most hits filed as inhibitors; 1.6% of 230,000 active; AID 2147, 2009; active = well fitted inhibition curve with a large enough effect, not every such curve was filed as active; inconclusive = small, poorly fitted or top-dose-only effect, or another doubt; inactive = no such curve, though single readings can be large or run the other way;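 note: 0% = wells with enzyme and -100% = buffer wells without enzyme; nearly all actives have a fitted effect of over 50% in size; many of its hits are not listed in these tables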
# TRb SRC2 PPI: qHTS for Inhibitors of the Interaction of Thyroid Hormone Receptor and Steroid Receptor Coregulator 2. TRbeta-SRC2 peptide binding, fluorescence polarization; receptor liganded with 1 µM T3. Potency, µM (doses to about 106 µM), without a hit: at the top dose activity change, negative = inhibition, hits mostly inhibitors. AID 1469, 2008. 0.065% of 280,000 active;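 note: plate controls were bound peptide for no effect and peptide without receptor for full effect; nearly all actives have a fitted effect of over 50% in size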
#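 Read-out is fluorescence polarization (555 nm excitation, 632 nm emission) of a Texas Red SRC2 coactivator peptide; loss of signal reflects blocked binding to human TRb ligand-binding domain in the presence of 1 uM T3.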
# * marks the source's active call; other numbers are inactive results; i = inactive; ? = inconclusive; . = not tested or not shown; & = joins results of further samples; [ ] = another dose, or the depositor's remark. Unless noted, calls come from the whole dose curve; as a rule, active = well fitted curve in the direction sought with a large enough effect; inconclusive = small, poorly fitted or top-dose-only effect, or another doubt; inactive = no such curve, though single readings can be large; an effect the other way counts as inactive or inconclusive. Potency is the fitted concentration of half-maximal effect.
SMILES,LMNA splice mod,ALDH1A1 inh,RGS12 GoLoco inh,TR SRC2 fluor cs,SMN2 splice enh,RECQ1 inh,JMJD2E inh,TRb SRC2 PPI
Cc1ccc(S(=O)(=O)N(CC(=O)NCCSC2CCCCC2)c2ccccc2F)cc1,6%[0.0737 µM],-12%,6%,1%,-26%,-14%,0%,4%
O=C(CSc1n[nH]c(=O)[nH]c1=O)c1cccc([N+](=O)[O-])c1,.,?,3%,-3%,24%,-10%,4%,3%
Cc1ccc(S(=O)(=O)N2CCN(CC(=O)Nc3ccc([N+](=O)[O-])cc3)CC2)cc1C,?,?,-13%,-3%[53 µM],-37%[inhibitor],-2%,-4%,-3%[53 µM]
CCCCCCNC(=O)n1cc(F)c(=O)[nH]c1=O,?,9%,19%,-1%,-46%[inhibitor],-6%,4%,-5%
Cc1ccc2cc(/C=N/Nc3ccc(C(=O)O)cc3)c(Cl)nc2c1,.,.,-11%,?,.,-13%,-23%,12%
CCS(=O)(=O)n1nc(-c2ccccc2)nc1SC,15%,6%,4%,0%,6%,-10%,-5%,-8%
C=C(C)CNC(=S)N/N=C(\C)c1ccc(-n2ccnc2)cc1,5%,4%,-5%,-2%,-35%[inhibitor],-11%,3%,2%
O=C(Nc1ccccc1-c1ccccc1)c1cccc(C(F)(F)F)c1,5%,?,8%,2%,-20%,-10%,-2%,1%
CCCC(C)c1nnc(NC(=O)C(=O)OCC)s1 (stereo not given),.,7.9µM*,-12%,-3%,-14%,i,1%,-7%
COC(=O)C1=C(C)NC(C)=C(C(=O)OCCSc2ccccc2)C1C (stereo not given),.,?,-3%,-2%&-2%,-36%[inhibitor],?,.,2%&4%
Cc1ccc(-n2nnc3c(=O)n(CC(=O)N4CCC(C)CC4)cnc32)cc1,7%,?,5%,0%,-15%,i,-1%,-4%
COc1ccc(CCN(C(=O)c2cccc(F)c2)C2CC(=O)N(c3ccc(OC)cc3)C2=O)cc1 (stereo not given),-15%,-11%,9%,2%,2%,-5%,6%,2%
CC(C)(C)NC(=O)COc1ccccc1C#N,2%[46 µM],8%,11%,-8%,-2%,i,-15%,-6%
COc1cc(OC)cc(C(=O)N2CCN(Cc3ccccc3C(F)(F)F)CC2)c1,-9%,14µM*,.,1%,.,i,-3%,2%
CN(C)/C=N/c1cc(=O)[nH]c(=O)n1CC1CC1,-1%,4%&16%,4%&2%,0%&-1%,-3%&7%,-2%,4%&1%,5%&2%
CCCCCSc1nc(N2CCOCC2)c2c(c1C#N)CC(C)(C)OC2,8%,-4%,1%,-4%,-12%,-9%,5%,-2%
Cn1c(C2CC(=O)N(Cc3ccccc3)C2)nc2ccccc21 (stereo not given),-13%,3%,2%,-1%,-14%,i,0%,-7%
CC(=O)c1cn(CC(=O)Nc2c(C)cccc2C)c2ccccc12,12%,7%,108%[activator],-8%,-38%[inhibitor],-10%,1%,-8%
CCOc1ccc(OCCOc2cccc(C(F)(F)F)c2)cc1,4%,9%,5%,-5%,-2%,i,-4%,-2%
CCC(=O)Oc1ccc(-c2cnc3ccccc3n2)cc1,-2%,0%,3%,-3%,?,-11%,-19%,-2%
CN1CCN(C(=O)c2ccc(COc3ccc(C(C)(C)C)cc3)o2)CC1,12%,2%,8%,1%,?,-7%,-1%,-12%
CNC(=O)COC(=O)/C=C/c1c(C)nn(-c2ccccc2)c1C,-9%,-1%,-5%,3%,17%,-2%,5%,7%
Cc1ccn(C(=O)c2cc3cc(Cl)ccc3oc2=O)n1,-1%,4%,22%,0%,-3%,-2%,-10%,-3%
COCCn1c(C)cc(C(=O)CSc2nc3ccccc3c(=O)n2Cc2ccco2)c1C,?,-10%,-7%,-1%,7.1µM*,-2%,3%,-6%
CCOC(=O)c1sc2nc3c(cc2c1N)COC(C)(CC)C3 (stereo not given),-17%,?,0%,-2%,10µM*,-4%,?,-5%
COC(=O)N/N=C/c1ccc([N+](=O)[O-])o1,?,-13%,0%,-3%,-19%,-3%,-9%,-4%
O=c1[nH][nH]cc1C=Nc1ccccc1Cl,15%[9.22 µM],1%,3%,-1%,7%,0%,-6%,3%
O=C(NC1C=CS(=O)(=O)C1)c1sc2ccccc2c1Cl (stereo not given),?,4%,10%,0%,-45%[inhibitor],-4%,7%,-4%
O=C(/C=C/c1ccc(F)cc1)Nc1cc(S(=O)(=O)N2CCOCC2)ccc1N1CCCC1,?,-10%,-27%,-2%,1%,-3%,-12%,-7%
O=C(CSc1nc2c(cnn2-c2ccc(F)cc2)c(=O)[nH]1)Nc1nccs1,-2%,4%,0%,-3%,?,i,4%,7%
C/C(Cl)=C\COc1cc(C)nc2c(Br)cccc12,.,-11%,1%,5%,-30%[inhibitor],-10%,-10%,3%
O=C(O)c1ccccc1C(=O)c1ccc(N2CCCC2)c([N+](=O)[O-])c1,.,0%,7%,0%,-2%,1%,?,-4%
CC(C)COc1ncnc2c1sc1nc3c(cc12)COC(C)(C)C3,.,.,8%,1%,.,i,4%,1%
Cc1cc(C(=O)CSc2nc3ccccc3n2C)c(C)n1C,6%,9%,2%,-1%,-19%,5%,-1%,4%
COc1ccc(C2C(C(C)=O)=C(O)C(=O)N2C)c(OC)c1 (stereo not given),4%,-1%,4%,0%,-23%,6%,0%,7%
CCOC(=O)c1cc2sc(C)cc2n1CC(=O)Nc1ccc2c(c1)OCCO2,6%,?,4%,-6%,13%,i,?,4%
O=C(COC(=O)c1ccc(S(=O)(=O)Nc2ccccc2)cc1)NCc1ccco1,1%,11%,-9%,-3%,-15%,-5%,1%,-5%
O=C(NCc1ccccc1Cl)c1ccc(Cn2cc(C(F)(F)F)ccc2=O)cc1,-8%,8%,1%,-2%,-13%,-5%,4%,2%
Cc1ccc(C2C3=C(NCCN=C3c3ccccc3)C(=O)N2c2ccccc2)cc1 (stereo not given),8%,12%,-1%,-2%,6%,1%,3%,?
O=S(=O)(NCc1ccccc1)c1ccc(F)cc1Br,.,.,1%,0%&-5%,.,-3%,-5%,-1%&1%
Cc1cc(OCCOCCNC(C)C)cc(C)c1Cl,20%,-13%,-2%,1%,14%,0%,?,5%
COc1ccc(-n2c(=O)c(-c3cccs3)nc3cnc(OC)nc32)cc1,9%,22%,-8%,.,.,-4%,.,.
O=C1N(c2ccccc2)C[C@@H]2C[C@@H](c3cccs3)N3CCC[C@@]123,?,3%,14%,-1%,22µM*,-2%,-7%,-2%
CCN(CC)c1ccc(NC(=O)COC(=O)c2cccs2)cc1,7%,-10%,2µM*,0%,-3%,i,0%,-23%
CCOC(=O)c1cnc(SC2CCc3ccccc3C2=O)nc1N (stereo not given),-3%,32µM*,-4%,-7%,2%,i,-6%,-1%
COc1ccc(C2=NOC(C(=O)Nc3cccnc3Cl)C2)cc1 (stereo not given),.,0%,1%,0%,-10%,i,8%,-6%
COC(=O)c1ccc(CSc2nc3ccccc3c(=O)n2Cc2ccco2)o1,-5%,-13%,2%,-1%,.,-9%,-5%,-7%
CCCn1c(=O)c(C(=O)NCc2ccc(OC)c(OC)c2)c(O)c2ccccc21,?,?,-5%,2%,-36%[inhibitor],-12%,10%,8%
Cc1cnc(N2C(=O)c3ccc([N+](=O)[O-])cc3C2=O)s1,5%[46 µM],?,0%,-3%,-2%,-2%,-21%,6%
S=c1[nH]c(-c2ccccc2)cn1/N=C/c1ccncc1,.,.,-6%,-2%,.,-13%,?,-4%
# Carrying on:
SMILES,LMNA splice mod,ALDH1A1 inh,RGS12 GoLoco inh,TR SRC2 fluor cs,SMN2 splice enh,RECQ1 inh,JMJD2E inh,TRb SRC2 PPI
COc1ccc(/C=N/NC(=O)c2cccc(NC(=O)c3ccccc3)c2)c(C(=O)O)c1OC,-10%,7%,0%,-4%,-1%,-2%,-7%,2%
Cc1ccc(NC(=O)Cn2c3ccc(F)cc3c3nc4n(c(=O)c32)CCS4)cc1F,19%[46 µM],-9%,4%,-2%,-38%[inhibitor],-4%,?,9%
COc1ccccc1/C=N\Nc1cc(C)nc(-n2nc(C)cc2C)n1,?,-14%,3%,-5%,-104%[inhibitor],-3%,?,6%
O=C(Nc1ccc(Cl)c(S(=O)(=O)N2CCOCC2)c1)c1ccc(OCC2CCCO2)cc1 (stereo not given),?,?,6%,-4%,-58%[inhibitor],2%,?,-5%
CCn1c(NC(=O)C(C)C)c2ccccc2nc1=O,.,-1%,14%,-7%,-2%,i,0%,-3%
O=C(NCc1ccccc1)c1cccc(COc2ccccc2Cl)c1,?,3%,5%,-2%,13µM*,-17%,2%,0%
CNc1cc([N+](=O)[O-])ccc1OCc1ccccc1,.,.,4%,0%,.,i,-6%,-8%
COc1cc2c(cc1OC)C(C(=O)N1CCN(c3ccccn3)CC1)C(c1cccs1)N(C)C2=O (stereo not given),5%,-10%,5%,1%,-10%,15%,?,4%
N/C(Cc1ccc([N+](=O)[O-])cc1)=N\OC(=O)c1ccccc1Br,6%,-8%,-7%,1%,-1%,-3%,-8%,4%
Cc1onc(-c2c(Cl)cccc2Cl)c1C(=O)N[C@H]1C(=O)N2[C@H]1SC(C)(C)[C@H]2C(=O)O,?,8%[20.9 µM],-1%[21.6 µM],-3%[53 µM],-3%[20.6 µM],5%[25.9 µM],4%[25.5 µM],-10%[53 µM]
COc1ccc2[nH]c(C)c(CCNC(=S)Nc3ccccc3OC)c2c1,24%[9.22 µM],0%,3%,-2%,-31%[inhibitor],-8%,8%,7%

# An excerpt. The share of hits here may be higher or lower than overall.
